TSHR antag – Antagonists of the Thyroid Stimulating Hormone Receptor: HTS campaign; TSHR-expressing cells, TSH-stimulated cAMP HTRF, 2 h; stronger effect = lower value; 330,000 tested, 0.2% active; activity change, negative = inhibition, % at 11.5 µM;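 active = activity change below a set negative limit, meaning inhibition stronger than a set level, cut at about -70% in these data; inconclusive = activity change between two set negative limits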; note: % is set by controls: 0 for no effect and ±100 for the full control effect
Target sequence (P16473 whole entry, looked up): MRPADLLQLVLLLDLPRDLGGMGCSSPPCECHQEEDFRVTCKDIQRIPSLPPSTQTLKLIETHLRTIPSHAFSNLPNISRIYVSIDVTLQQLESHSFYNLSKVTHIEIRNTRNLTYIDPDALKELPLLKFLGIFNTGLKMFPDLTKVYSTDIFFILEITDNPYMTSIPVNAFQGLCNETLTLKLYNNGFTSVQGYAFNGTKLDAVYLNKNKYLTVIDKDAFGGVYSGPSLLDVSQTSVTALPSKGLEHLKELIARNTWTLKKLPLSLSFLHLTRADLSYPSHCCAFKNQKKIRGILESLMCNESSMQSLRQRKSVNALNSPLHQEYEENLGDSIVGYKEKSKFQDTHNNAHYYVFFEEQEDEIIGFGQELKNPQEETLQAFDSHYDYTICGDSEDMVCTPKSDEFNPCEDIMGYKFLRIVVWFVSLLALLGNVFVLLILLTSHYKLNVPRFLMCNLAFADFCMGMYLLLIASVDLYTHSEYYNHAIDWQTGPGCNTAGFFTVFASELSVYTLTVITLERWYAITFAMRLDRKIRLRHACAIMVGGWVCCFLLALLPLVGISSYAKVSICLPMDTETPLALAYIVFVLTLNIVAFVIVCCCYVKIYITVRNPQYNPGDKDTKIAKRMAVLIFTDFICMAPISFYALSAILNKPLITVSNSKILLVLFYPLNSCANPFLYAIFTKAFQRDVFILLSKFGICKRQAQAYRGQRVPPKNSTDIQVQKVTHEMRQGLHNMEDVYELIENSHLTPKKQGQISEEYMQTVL
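Inhibition of cAMP made by TSHR-expressing cells under TSH stimulation (4nM final, EC80; 2 h, 37 deg C) is quantified with a one-step lysis HTRF kit, anti-cAMP cryptate versus cAMP-d2.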
FBPA coupling cs – qHTS Assay for Inhibitors of Fructose-1,6-bisphosphate Aldolase from Giardia Lamblia: Coupling assay counterscreen; coupling enzyme system counterscreen, AmpLite Red fluorescence; activity change, negative = inhibition, % at 58.2 µM, hits read low; 290,000 tested, 0.67% active; in the data active = activity change below about -30%; note: % is set by controls: 0 for no effect and ±100 for the full control effect
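First, compound is pin-transferred into glyceraldehyde-3-phosphate coupling-enzyme reagent at 57.5 uM final and held 10 min at RT. Next, substrate, coupling system and AmpLite Red are added. After 20 min RT, fluorescence (525/598 nm) is read.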
Tb PFK block – qHTS Assay to Find Inhibitors of T. brucei phosphofructokinase; ATP-dependent 6-phosphofructokinase (Trypanosoma brucei brucei), O15648; T. brucei PFK, ADP-Glo luminescence; Potency, µM (series often up to 57.5 µM), for inactives: top-dose activity, negative = inhibition, actives largely listed as inhibitors; 330,000 tested, 0.17% active; AID 485367, 2010;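 note: potency is the fitted concentration of half-maximal effect; 0% = uninhibited 1x PFK enzyme wells and -100% = no-enzyme wells; nearly all actives have a fitted effect of over 60% in size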
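Luminescent ADP detection (ADP-Glo, two-step: ATP depletion then ADP-to-ATP conversion for luciferase) reported PFK activity after 45 min room-temperature reaction of 1.25 nM enzyme with 0.5 mM F6P and 0.1 mM ATP at pH 8.0.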
CXXC DNA block – qHTS Fluorescence Polarization Assay for Inhibitors of MLL CXXC domain - DNA interaction | Histone-lysine N-methyltransferase 2A (Homo sapiens), Q03164 | MLL-CXXC / FITC-HOXA9 DNA fluorescence polarization | Potency, µM (top dose mostly 115 µM), without a hit: top-dose activity change, negative = inhibition, actives largely listed as inhibitors | 290,000 tested, 0.037% active | AID 2662, 2010; active = well fitted inhibition curve with a large enough effect in the polarisation, with a control signal flat, not every such curve was filed as active; inconclusive = small, poorly fitted or top-dose-only effect, or effect the other way, or a change in a side signal; inactive = no such curve, though single readings can be large or run the other way; the % refers to the polarisation; note: potency is the fitted concentration of half-maximal effect
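Steps: dispense CXXC domain solution (7 uM) → pin compounds or unlabeled HOX-A9 DNA control → 5 min ambient → add FLSN-HOX-A9 solution (50 nM) → spin → 30 min ambient → fluorescence polarization. Tris pH 7.5/NaCl/DTT/BSA buffer.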
BCR signal inh – qHTS Assay to Find Inhibitors of Chronic Active B-Cell Receptor Signaling; ABC-DLBCL IkBa-CBG/CBR reporter, luminescence ratio, 4 h; Potency, µM (series often up to 46.1 µM), for inactives: top-dose ratio change, negative = lower green/red ratio, most hits filed as inhibitors; 340,000 tested, 0.05% active; AID 493014, 2011; active = well fitted inhibition curve with a large enough effect in the signal ratio, with a control signal flat, not every such curve was filed as active; inconclusive = small, poorly fitted or top-dose-only effect, or effect the other way, or a change in a side signal; the % refers to the signal ratio;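 note: potency is the fitted concentration of half-maximal effect; plate controls were basal doxycycline-induced cells for no effect and cells given 10 µM MG132 for full effect; MG132 reads +100%, hits lower the ratio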
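Concentration-response series (up to 46 uM) were applied to TMD8 dual-reporter cells for 4 h at 37C with doxycycline. Green/red ratio, after filter-overlap correction, defined %Activity; red signal alone was normalised to basal cells and zero luminescence.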
GALK inhibitor – qHTS Assay for Inhibitors of Human Galactokinase (GALK) | P51570 | Purified GALK, Kinase-Glo residual ATP luminescence | 270,000 tested, 0.007% active | AID 1868, 2009 | Potency, µM (titrated, usually from 57.5 µM), inactives show at the highest dose activity change, negative = inhibition, most hits filed as inhibitors; note: potency is the fitted concentration of half-maximal effect; % is set by controls: 0 for no effect and ±100 for the full control effect
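Compounds were pin-transferred into ATP buffer (35 uM final), then GALK plus galactose (5 nM, 100 uM final) was added. After 1 h at room temperature, Kinase-Glo Plus was added and luminescence read after 10 min.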
TCR act – Activators of T cell receptors: qHTS campaign; primary human leukocytes, anti-CD3, IL-2 HTRF, 48 h; Potency, µM (top dose mostly 9.22 µM), for inactives: at the highest dose activation of IL-2 secretion, actives largely listed as activators; 330,000 tested, under 10 active; note: % of control where 0% means no effect
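IL-2 produced over 48 hr by a-CD3 bead-stimulated primary human leukocytes exposed to compounds was detected with a homogeneous time-resolved FRET immunoassay, 665nm acceptor signal after 320nm excitation.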
Giardia killer – Small Molecules that selectively kill Giardia lamblia: qHTS. activity change, % at 7.66 µM, hits read low. 340,000 tested, 0.15% active. AID 540267, 2011. Giardia lamblia trophozoite viability; in the data active = activity change below about -80%; inconclusive = between about -30% and that limit;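 note: parasites exposed to compound for two days anaerobically before the ATP read; % is set by controls: 0 for no effect and ±100 for the full control effect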
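Anaerobic 48 hrs incubation at 37 deg C of 100 trophozoites/well with test compounds; ATPLite 1-Step luminescence, 15-30 min RT, reports cellular ATP as viability.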
KCNH2 WT inh – qHTS for Inhibitors of KCHN2 3.1: Wildtype qHTS. activity change, % at 1.84 µM. 340,000 tested, 0.37% active. AID 720551, 2013. Voltage-gated inwardly rectifying potassium channel KCNH2 (Homo sapiens), Q12809. U2OS, BacMam KCNH2, thallium flux FluxOr; stronger effect = lower value;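 active = maximum activity change below -70%; inconclusive = maximum activity change between -70% and -50%; inactive = maximum activity change above -50%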; note: % is set by controls: 0 for no effect and ±100 for the full control effect
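U2OS cells were transduced with wild-type KCNH2 virus (2.03 x 10^8 / mL) for 4 h at room temperature, then cultured overnight at 37 C. Thallium flux was read with FluxOr dye. Rate constants were normalized to DMSO controls.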
A-T KAP1 phos – qHTS Assay for Identifying a Potential Treatment of Ataxia-Telangiectasia | […] A-T fibroblasts, KAP-1 phosphorylation AlphaLISA; neocarzinostatin DNA damage 30 min before lysis | Potency, µM (series often up to 57.5 µM), for the others: top-dose activation, usual class: activators | 320,000 tested, 0.19% active; note: potency is the fitted concentration of half-maximal effect; % of control where 0% means no effect; nearly all actives have a fitted effect of over 45% in size
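hTERT-immortalized A-T patient fibroblasts ([…]), 500 cells/well in OPTI-MEM, 1% FBS, got compounds for 60 min, then NCS for 30 min at 37C. Lysates were then assayed for phospho-KAP-1 by AlphaLISA (anti-pKAP1 donor, anti-KAP1 acceptor beads), 6 hr at 25C.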
An asterisk follows results filed as active; ? = inconclusive; nt = no result given; & = joins results of further samples; [ ] = remark or other dose. Unless noted, calls come from the whole dose curve; as a rule, active = well fitted curve in the direction sought with a large enough effect; inconclusive = small, poorly fitted or top-dose-only effect, or another doubt; inactive = no such curve, though single readings can be large; an effect the other way counts as inactive or inconclusive.

SMILES | TSHR antag | FBPA coupling cs | Tb PFK block | CXXC DNA block | BCR signal inh | GALK inhibitor | TCR act | Giardia killer | KCNH2 WT inh | A-T KAP1 phos
Cc1cccc(-c2nnc(SCC(=O)NCc3ccc4c(c3)OCO4)n2C)c1 | 5 | 3 | -3% | 12% | -2% | 3% | -2% | 3 | -15 | -4%
COc1ccc(COCCN2CCN(S(=O)(=O)c3ccccc3)CCC2=O)cc1 | 0 | 3 | 3% | 4% | 0% | 0% | -5% | -18 | 8 | -14%
CS(=O)(=O)N(CC(=O)N/N=C/c1ccccc1C(=O)O)c1cccc(Cl)c1Cl | 0 | 4 | 1% | -4% | 7% | -1% | 1% | 15 | -6 | -6%
O=C(Nc1ccc2c(c1)OCO2)C1CCCN1C(=O)Nc1cccc(F)c1 (stereo not drawn) | 9 | 0 | 0% | -2% | 5% | 1% | 1% | -21 | -4 | nt
CC1(C)CC(=O)C2=C(C1)N1CCCCC1CC2=O (stereo not drawn) | 25 | -1 | -1% | -10% | ? | 4% | 2% | -12 | -33 | ?
CSCC(C)N1CCC(n2nccc2NC(=O)c2ccc3c(c2)OCO3)CC1 (stereo not drawn) | -6 | nt | -3% | 14% | ? | -4% | -8% | 24 | 2 | -4%
CC1Cc2ccccc2N1C(=O)CSCC(=O)O (stereo not drawn) | -7 | 4 | -5% | -1% | -10% | 1% | -6% | 5 | -23 | 1%
COC(=O)c1ccc(-c2ccc(OC)c([C@H]3[C@H]4C=CC[C@@H](C)[C@@H]4C(=O)N3Cc3ccccc3)c2)cc1 | -2 | 0 | 1% | 3% | ? | 3% | 9% | -13 | -1 | -23%
O=C(O)c1cc2cc(Cl)ccc2[nH]1 | nt | 11&8 | nt | nt | nt | nt | 1% | -15 | -5 | nt
COc1cc2nc(C3CCC3)n(NC(=O)COc3ccccc3)c(=O)c2cc1OC | 6 | -1 | -5% | 1% | -1% | 5% | -35% | 9 | -4 | 0%
CC(=Nc1ccccc1)C1=C(O)CCCC1=O | 2 | -1 | -5% | 14% | 17% | 3% | 1%[46.1 µM] | 9 | -4 | 13%
COCCn1c(SCC(=O)c2c[nH]c3ccccc23)nnc1-c1ccncc1 | -7 | 1 | 4% | -9% | ? | 0% | 6%[46.1 µM] | -9 | 0 | -4%
CCOc1ccc(CCNC(=O)COC(=O)C2CCN(c3ccc(C(F)(F)F)cn3)CC2)cc1OCC | nt | nt | -13% | nt | -2% | nt | -3% | 7 | 3 | 1%
O=C(c1cccc(Cl)c1)N1CCN(Cc2ccccc2F)CC1 | nt | 3 | nt | 5% | nt | 1% | -5% | 35[activator] | -1 | nt
Cc1cccc(/N=C/c2nc(-c3ccccc3Br)oc2O)n1 | 1 | 2 | -1% | 45%[activator] | ? | 1% | -1% | ? | nt | -1%
COc1ccc(C(=O)NNC(=O)CN2CCC(n3nnc4cc(F)ccc43)CC2)cc1 | 6 | 4 | 4% | -5% | -6% | -3% | 9%[46.1 µM] | -11 | 25 | 7%
CC1CCN(c2nnc(-c3cccs3)c3ccccc23)CC1 | 3 | 3 | 1% | 9% | ? | -1% | 4%[46.1 µM] | -5 | -3 | 3%
O=C(CSc1nnc(CNC(=O)c2ccco2)o1)Nc1ccccc1C(F)(F)F | 0 | nt | 1% | 13% | -6% | -3% | 0% | 0 | -2 | 3%
Cc1ccnc(NC(=O)CCC(=O)N(CC(=O)NCCc2ccccc2)Cc2ccco2)c1 | 37 | 1 | 3% | -14% | 4% | 0% | 11% | -3 | -1 | 5%
CC1=C(CC/C(C)=N/NC(N)=S)C(C)(C)CCC1 | 9 | -4 | 3% | -7% | ? | 1% | -2%[46.1 µM] | -6 | -6 | -10%
Cc1cc(C(=O)COC(=O)c2ccc(O)cc2)c(C)n1CCc1ccc(F)cc1 | -8 | 12 | 0% | -3% | ? | -1% | 2% | 8 | -8 | 6%
COCC(C)OC(=O)c1c(N)n(CC(C)C)c2nc3ccccc3nc12 (stereo not drawn) | -4 | -1 | -2% | 2% | 0% | -2% | 6% | 14 | -5 | 14%
COc1ccccc1CN1CC(C(=O)NCc2cc(F)ccc2C)CCC1=O (stereo not drawn) | 6 | 0 | -4% | -8% | 21% | nt | 1% | -2 | 9 | 6%
COc1ccc(OC)c(CCNC(=O)C(C)n2nc(C)c3c(C)n(-c4ccc(C)cc4)nc3c2=O)c1 (stereo not drawn) | -34 | 1 | 0% | 22% | -2% | -4% | 2% | 1 | 5 | -1%
O=C(COC(=O)CCN1C(=O)C2CC=CCC2C1=O)Nc1ccc(Cl)cc1F (stereo not drawn) | -25 | nt | -3% | nt | 2% | nt | -3% | -23 | -1 | 3%
(cont.)
SMILES | TSHR antag | FBPA coupling cs | Tb PFK block | CXXC DNA block | BCR signal inh | GALK inhibitor | TCR act | Giardia killer | KCNH2 WT inh | A-T KAP1 phos
COc1cccc(Oc2ccc(N/C=C/C(=O)C(C)(C)C)cc2)c1 | -10 | -9 | -14% | -5% | 2% | nt | -2%[46.1 µM] | -8 | 3 | 1%
COc1ccc(S(=O)(=O)N2CCN(c3nc(-c4cccnc4)nc4ccccc34)CC2)cc1 | -23 | nt | -1% | nt | -2% | nt | -5% | -17 | 3 | -6%
O=C(NCCc1ccccn1)c1cncc(Br)c1 | 17 | 5 | 0% | 5% | -1% | -1% | 9% | -11 | -8 | 13%
CCCNc1nc(=S)n(-c2ccccc2)c(C)c1C(C)=O | 3 | 1 | 0% | -1% | 11% | 2% | 1% | -25 | 1 | -5%
Cc1sc2nc(CN3CCCC3)nc(N3CCN(C(=O)c4ccco4)CC3)c2c1C | 3 | 0 | 6% | 5% | 4% | -3% | nt | -18 | 20 | 5%
CNC(=S)NNC(=O)Cc1ccc(O)cc1 | 4 | 1 | 0% | -2% | 3% | 1% | -1%[46.1 µM] | 30[activator] | -1 | -6%
Cc1cc(-c2nnc(SCC(=O)Nc3ccc(F)cc3)n2N)n[nH]1 | -17 | nt | 1% | 8% | -6% | -5% | -1% | 42[activator] | 1 | -5%
Cc1ccc(NC(=O)CS(=O)CC(=O)NCC2OCCc3ccccc32)c(C)c1 (stereo not drawn) | 4 | 3 | 1% | 4% | 1% | 5% | -1% | -14 | 2 | 0%
COC(=O)C1=C(C)Nc2[nH]c(=S)[nH]c(=O)c2C1c1ccc(OC)cc1 (stereo not drawn) | 6 | 11 | -1% | -10% | -4% | 4% | 2% | -12 | -3 | 2%
CC1Cc2ccccc2N1CC(=O)Nc1ccc(S(=O)(=O)N(C)C)cc1 (stereo not drawn) | 16 | -8 | -11% | -2% | -7% | 2% | 0% | 12 | -11 | -18%
O=C(O)C1CCCCC1C(=O)Nc1cc(C(F)(F)F)ccc1Cl (stereo not drawn) | 6 | 7 | -5% | -9% | 15% | 3% | -5% | -15 | -10 | 8%
C=CCNC(=O)NC(=O)COC(=O)C(C)Oc1ccc(Cl)cc1Cl (stereo not drawn) | -2 | 2 | -1% | 0% | 1% | 0% | -9% | -10 | -1 | 0%
COc1cccc(Nc2nc(CN3CCOCC3)nc3sc4c(c23)CCCC4)c1 | 9 | 0 | -4% | -2% | 4% | 0% | -8%[46.1 µM] | -23 | -134* | 2%
Cc1nc2c(cc1NC(=O)c1ccccc1)nc(C)n2Cc1ccccc1 | 1 | -1 | 1% | 20% | 5% | -2% | 7% | -14 | -21 | 3%
O=C(C(Cc1ccccc1)N1C(=O)C2C3C=CC(C3)C2C1=O)N1CCCCC1 (stereo not drawn) | -5 | 1 | 2% | -4% | 5% | 3% | -3% | 5 | 14 | 26%
CCOC(=O)C1=C(CCc2ccccc2)NC(=O)NC1c1cccc([N+](=O)[O-])c1 (stereo not drawn) | -4 | -2 | 0% | -7% | 6% | nt | 2% | 4 | -3 | 3%
COc1ccc(N2C(=O)NC(NC(=O)c3cccnc3)(C(F)(F)F)C2=O)cc1 (stereo not drawn) | -2 | -2 | -4% | 10% | ? | 0% | -5% | 8 | -5 | -2%
Cc1ccc(NC(=O)CNC(=O)c2cccs2)nc1 | 16 | nt | -3% | nt | ? | nt | -1% | -19 | -3 | -2%

Assay outcomes: PubChem, National Center for Advancing Translational Sciences (NCATS)
